TLR4 MyD88 comp: TLR4-MyD88 interaction inhibition in cells. O00206+Q99836. inhibition, % at 8.4 µM. actives 0.18% (n = 200,000). HeLa CL3-4 TLR4/MyD88 BLA complementation, FRET ratio; in the data active = inhibition above about 25%;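 note: 0% = vehicle and 100% = reference inhibitor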
Diaphorase act: diaphorase activation or chemical reduction counter-screen. activation factor at 20 µM. Diaphorase/resazurin coupled assay, resorufin fluorescence, 16 min; stronger effect = higher value; 1 = vehicle wells, 0 = NADH-free wells. actives 0.005% (n = 190,000);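 active = diaphorase activity raised at least twofold by the compound at 20 µM; inactive = activation factor below 2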
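Material: purified diaphorase enzyme from Clostridium kluyveri / Medium: HEPES pH 7.4 buffer with MgCl2 and Tween 20 / Schedule: enzyme reaction of 16 min at room temperature / Measured by: resorufin fluorescence, excitation 544 nm, emission 590 nm / Evaluation: rise in resorufin formation, marking diaphorase activation or chemical reduction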
Hsp70 activator: switches on Hsp70 transcription; HeLa Hsp70 promoter luciferase reporter, luminescence; scaled: vehicle 0, proteasome-inhibitor control 100%; activation, % at 10 µM; actives 0.04% (n = 200,000); AID 1203;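 active = activation above the mean across all tested compounds plus 3 SD, cutoff set per campaign, cut at about 5.5% in these data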;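 note: 100% = MG132 at 30 µM as the positive control and 0% = DMSO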
G6PDH counter: inhibits Leuconostoc G6PDH, flagging false hits in G6PDH-based assays. Purified L. mesenteroides G6PDH, diaphorase/resazurin coupled fluorescence, 45 min. actives 0.12% (n = 200,000). inhibition, % at 5 µM. AID 1020
S1P3 antag: blocks the human S1P3 receptor; Q99500; inhibition, % at 4.98 µM; actives 0.27% (n = 170,000); CHO S1P3 NFAT-BLA reporter, FRET fluorescence, antagonist mode;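 active = inhibition above the plate cutoff, the mean inhibition of test wells on that plate plus 3 SD, cut at about 28% in these data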;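 note: cells challenged with S1P at its EC80 of 0.8 µM; blue over green emission ratio from cleaved BLA substrate after 4 h stimulation; 0% = S1P-stimulated wells and 100% = unstimulated DMSO-only wells; some compounds past the cut are filed as inactive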
Target sequence (Q99500 whole entry, looked up): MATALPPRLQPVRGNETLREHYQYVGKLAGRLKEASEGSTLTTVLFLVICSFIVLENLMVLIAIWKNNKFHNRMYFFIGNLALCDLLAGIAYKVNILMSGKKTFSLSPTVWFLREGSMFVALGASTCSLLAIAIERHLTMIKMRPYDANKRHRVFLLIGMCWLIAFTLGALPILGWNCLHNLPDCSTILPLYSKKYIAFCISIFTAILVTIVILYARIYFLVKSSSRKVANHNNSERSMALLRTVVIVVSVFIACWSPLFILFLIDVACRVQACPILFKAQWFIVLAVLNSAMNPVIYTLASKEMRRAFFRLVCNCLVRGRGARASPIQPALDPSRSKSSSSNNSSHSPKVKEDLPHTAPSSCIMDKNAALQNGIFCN
RAM inhibit: yeast RAM network inhibition | S. cerevisiae dse1pr::URA3 reporter, 5-FOA growth OD615, 2 d; analog-sensitive cbk1-as2 kinase mutant strain | inhibition, % at 50 µM | actives 1.8% (n = 190,000) | AID 868;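 active = inhibition above a set limit, 3 SD over mean compound inhibition, cut at about 8.4% in these data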;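 note: 0% = DMSO-only wells with no growth and 100% = 10 µM 1-NA-PP1 full growth; inhibition rescues growth on 5-FOA so higher OD means more RAM inhibition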
Diaphorase inh: diaphorase inhibition or chemical oxidation counter-screen. diaphorase resazurin-to-resorufin fluorescence, NADH, 16 min; bacterial (C. kluyveri) enzyme, not human. inhibition, % at 20 µM. actives 0.69% (n = 190,000);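 active = primary screen inhibition at 20 µM above a set limit, cut at about 50% in these data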;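 note: plate controls were DMSO with full reaction for no effect and wells lacking NADH for full effect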
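Assay system: diaphorase enzyme from Clostridium kluyveri. Quantity: enzyme working solution with 0.14 U/mL diaphorase. Schedule: reaction incubation of 16 min at room temperature. Technique: resorufin fluorescence, excitation 544 nm, emission 590 nm. Controls: No-NADH positive control and DMSO neutral control.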
L major viab: inhibitors of Leishmania major promastigote growth. actives 9% (n = 200,000). Leishmania major promastigotes, resazurin fluorescence viability. inhibition, % at 10 µM;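 note: promastigotes grown with compound for 44 hours at 28 °C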
Redox H2O2 prof: compounds producing H2O2 with reducing agent – biochemical, NIH compound library profiling, artefact control for MLSCN library redox annotation, primary screen. DTT-dependent redox cycling H2O2, phenol red/HRP absorbance; 100% = 100 µM peroxide control, 0% = buffer. activation, % at 10 µM. actives 0.03% (n = 200,000);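 active = activation of at least 50% relative to the plate's high and low controls in the primary single-dose screen; inactive = activation below 50%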;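 note: compound incubated with DTT at 0.8 mM final as the reducing agent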
PMI act satM6P: activators of human phosphomannose isomerase at near-saturating mannose 6-phosphate. P34949. coupled PMI enzyme assay, resazurin fluorescence, 20 min; stronger effect = higher value; 1 = untreated enzyme, 0 = substrate-free blank. activation factor at 20 µM. actives 0.34% (n = 190,000);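 active = activation factor of 2 or more at 20 µM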
Target sequence (P34949 whole entry, looked up): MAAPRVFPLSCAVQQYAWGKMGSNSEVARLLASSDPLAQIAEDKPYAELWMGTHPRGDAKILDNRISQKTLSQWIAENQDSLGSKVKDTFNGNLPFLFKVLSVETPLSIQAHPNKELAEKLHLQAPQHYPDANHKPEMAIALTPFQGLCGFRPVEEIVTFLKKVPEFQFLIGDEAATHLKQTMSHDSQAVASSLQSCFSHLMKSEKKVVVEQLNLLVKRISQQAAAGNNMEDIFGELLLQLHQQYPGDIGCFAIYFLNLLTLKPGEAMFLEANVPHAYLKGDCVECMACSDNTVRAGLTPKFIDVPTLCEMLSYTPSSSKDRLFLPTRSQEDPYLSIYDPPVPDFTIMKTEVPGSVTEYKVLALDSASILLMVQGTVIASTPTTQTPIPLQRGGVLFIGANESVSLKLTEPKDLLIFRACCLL
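Material: human phosphomannose isomerase with PGI, G6PDH, diaphorase coupling enzymes / Reagent: Man-6-P substrate 1.0 mM / Dosing: single compound dose of 20 µM, 1% DMSO final / Incubation: enzyme reaction with compound 20 min at room temperature / Signal: resorufin fluorescence (Ex 544/Em 590 nm) from resazurin via diaphorase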
PMI activator: phosphomannose isomerase (human) activation | P34949 | AID 1214 | purified human PMI, coupled resazurin fluorescence, 20 min; stronger effect = higher value; 1 = vehicle control, 0 substrate-free wells | activation factor at 20 µM | actives 0.005% (n = 190,000);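 active = activation factor of 2 or more at 20 µM, relative to plate controls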
An asterisk follows results filed as active; x = no result given. Cut-off read from the data, not from the text of the source, unless noted: active = inhibition above about 50%; inactive = the rest. An unsorted share of the library; overall some 12% were active at least once.

Compound,S1P3 antag,Hsp70 activator,G6PDH counter,L major viab,RAM inhibit,PMI act satM6P,PMI activator,Diaphorase act,Redox H2O2 prof,Diaphorase inh,TLR4 MyD88 comp
Cc1cccc(C(=O)Oc2ccc(/C=N/NC(=O)Cc3ccc([N+](=O)[O-])cc3)cc2)c1,-20,-0.1,7,50*,3.4,1,0.9,1,-0.1,3,-12
CC(=O)c1ccc(NC(=S)NNC(=O)c2ccncc2)cc1,-1,-0.1,-15,-2,0.1,0.8,0.8,0.8,0.5,19,-7
CCc1ccc(C2C(C(=O)O)c3ccccc3C(=O)N2C)cc1 (stereo not drawn),x,-0.3,0,-6,2.0,1.1,1.1,0.9,0.4,12,0
NNc1nc2c(-c3ccc(F)cc3)nnn2c2ccccc12,-5,-0.3,4,97*,0.9,0.7,1,0.6,-3.2,37,9
CCOC(=O)C1CCCN(C(c2ccccn2)c2c(C)[nH]c3ccccc23)C1 (stereo not drawn),-22,-0.1,4,18,0.1,1,0.9,1,0.8,-4,-11
O=[N+]([O-])c1ccc(N2CCN(Cc3ccccc3)CC2)c(S(=O)(=O)N2CCOCC2)c1,x,-0.1,9,93*,-0.8,1,1,1,-2.8,0,1
COCCCNS(=O)(=O)c1ccc(C)cc1,-3,-0.5,10,-7,0.0,1,1,1,0.0,5,3
COc1ccc(C(=O)NCc2nnc(SCC(=O)N3CCCCC3)o2)cc1OC,x,-0.3,8,-4,0.3,1.1,0.9,1,-0.3,-4,6
COc1ccc(OCc2nnc(SCC(=O)N(C)Cc3ccccc3)n2N)cc1,-11,-0.1,2,-5,2.5,0.8,0.5,0.9,-1.8,15,2
O=[N+]([O-])c1c(NCCCO)cc(SCc2ccco2)c2nonc12,6,-0.3,15,15,1.9,0.6,0.8,0.3,1.4,66*,6
O=C(Cn1ccc2ccccc2c1=O)NCCC(=O)N1CCN(C2CCCCC2)CC1,-20,-0.4,-5,-3,1.2,0.9,0.9,0.9,2.5,8,-1
CC1(C)c2ccccc2N2CC(=O)N(CC(N)=O)C21C (stereo not drawn),-3,-0.2,2,-5,0.1,1,1,1,2.8,4,-1
CC(NC(=S)Nc1ccc(S(N)(=O)=O)cc1)c1ccc2c(c1)OCO2 (stereo not drawn),0,-0.5,-2,70*,2.2,1,1,0.9,-0.5,10,-1
Cc1cc(C)n(C(=O)c2nn(C)c(C)c2[N+](=O)[O-])n1,x,-0.2,8,-7,0.9,1.2,1.1,1.1,0.3,-14,-7
CCN(c1ccccc1)S(=O)(=O)c1cc(C(=O)Nc2cccc(Cl)c2)ccc1F,-2,-0.5,2,32,5.4,1.1,1,0.9,0.8,12,-14
Cc1cnc(NC(=O)CSc2nnc(C)n2N)s1,-14,-0.4,-2,-5,1.5,0.9,1,1,-0.6,4,-8
N=c1n(Cc2ccccc2)c2ccccc2n1CC(O)c1ccccc1 (stereo not drawn),10,-0.6,3,23,0.9,0.9,0.9,0.8,0.4,20,15
CCOC(=O)/C=C/c1cnn(-c2ccccc2)c1,-7,0.0,0,11,0.3,1,1,1,-0.7,4,2
Cn1c(NC(=O)C2CC2)cc(=O)n(C)c1=O,-11,-0.3,4,-5,-1.0,1.1,1,1,-3.8,-3,5
O=[N+]([O-])c1cccc2ccc(/C=C/c3ccc(Cl)cc3)nc12,15,-0.3,-25,-1,6.5,1.1,1,0.9,3.2,11,-2

New compounds follow:
Compound,S1P3 antag,Hsp70 activator,G6PDH counter,L major viab,RAM inhibit,PMI act satM6P,PMI activator,Diaphorase act,Redox H2O2 prof,Diaphorase inh,TLR4 MyD88 comp
CSC1=NCCN1CCOc1ccccc1,4,-0.2,-2,2,3.7,1.5,1.3,1,2.0,2,1
O=Nc1c(O)n(Cc2cccc(C(F)(F)F)c2)c2ccccc12,8,-0.2,20,26,4.3,0.9,0.9,0.8,-0.2,25,12
CCN(CC)c1ccc2cc(C(N)=O)/c(=N\NC(=O)c3ccncc3)oc2c1,0,0.2,-2,5,2.1,0.9,0.9,0.8,0.0,25,-3
Cc1ccc(NC(=O)/C(=C/C=C/c2ccccc2)NC(=O)c2ccccc2)cc1,14,-0.1,-11,14,7.9,0.9,0.9,0.8,1.2,17,5
O=C(Nc1ccc2c(c1)CCC2)c1cccc(S(=O)(=O)Nc2ccccc2Cl)c1,-3,-0.3,6,96*,5.2,0.9,0.7,0.8,0.0,23,-3
O=C1NC(=O)c2cc(Br)cc3cccc1c23,-21,-0.3,3,4,2.9,1.1,1,1,-3.4,3,10
CC(=O)N(CN1C(=O)c2ccccc2C1=O)c1ccc2c(c1)oc1ccccc12,-15,-0.2,6,-8,-0.4,1,0.9,0.9,0.3,11,-2
O=C(NCCc1ccccc1)c1ncn[nH]1,0,-0.1,17,-8,1.8,0.9,0.8,0.9,1.0,12,4
Cc1c(Cl)cnc(NC(=O)COC(=O)c2cccc(S(=O)(=O)N3c4ccccc4CC3C)c2)c1Cl (stereo not drawn),-11,-0.4,13,25,6.5,0.7,0.8,0.7,0.2,29,0
CCCC(=O)N1CCN(c2ccc(NC(=O)c3sc4ccccc4c3Cl)cc2)CC1,x,-0.2,-4,-3,2.4,1.1,1.1,0.9,1.9,6,9
Cc1ccc(C(=O)Nc2ccc3c(c2)CCC3)cc1,-6,-0.5,9,-1,1.3,1,0.9,0.9,0.0,10,-8
CCCCC(CC)CNC(=O)C(=O)C1C(=O)Nc2ccccc21 (stereo not drawn),-9,-0.1,4,-3,1.1,1.3,1.3,1.1,-1.9,-7,-6
COCCNC(=O)c1onc(CSc2ccccc2C)c1C(=O)O,x,-0.1,2,-8,0.8,1.1,1,1,12,4,-2
CCc1ccc(-c2cc(-c3n[nH]c(=S)n3CC)c3ccccc3n2)cc1,10,0.0,-2,12,1.9,1,1,0.8,-0.1,17,-3
COc1ccc(C2(O)CCN(CC(=O)Nc3nccs3)CC2)c(OC)c1,20,-0.1,17,88*,1.1,0.9,0.8,1,-0.5,0,-7
COc1ccc(NC(=O)CSc2nnc(NC(=O)c3ccco3)s2)cc1,-16,-0.1,11,-9,6.9,1,0.9,0.8,5.7,18,-2
COc1cccc(S(=O)(=O)Nc2ccc(C(=O)N3CCN(C(=O)c4ccco4)CC3)cc2)c1,-6,-0.1,-1,-5,2.2,1.1,1.2,1,-0.5,-2,3
CN(C1=NS(=O)(=O)c2ccccc21)c1ccc(OC(=O)c2ccncc2)cc1,0,0.1,9,3,3.1,0.9,0.9,0.9,-0.2,11,4
CCCC(C(=O)Nc1nccs1)c1ccccc1 (stereo not drawn),x,-0.3,20,-3,-0.3,1,1,0.9,2.0,5,12
COc1ccc(S(=O)(=O)N2CC(C(=O)O)Oc3ccc(CC(=O)O)cc32)cc1 (stereo not drawn),x,-0.2,3,-5,0.5,0.8,0.9,0.9,2.2,11,-9

Nothing new here: 2 of the compounds above.
Compound,S1P3 antag,Hsp70 activator,G6PDH counter,L major viab,RAM inhibit,PMI act satM6P,PMI activator,Diaphorase act,Redox H2O2 prof,Diaphorase inh,TLR4 MyD88 comp
CN(C1=NS(=O)(=O)c2ccccc21)c1ccc(OC(=O)c2ccncc2)cc1,0,0.1,9,3,3.1,0.9,0.9,0.9,-0.2,11,4
CCCC(C(=O)Nc1nccs1)c1ccccc1 (stereo not drawn),x,-0.3,20,-3,-0.3,1,1,0.9,2.0,5,12

Continuation.
Compound,S1P3 antag,Hsp70 activator,G6PDH counter,L major viab,RAM inhibit,PMI act satM6P,PMI activator,Diaphorase act,Redox H2O2 prof,Diaphorase inh,TLR4 MyD88 comp
O=C(NCCCN1CCCC1=O)Nc1ccc(Cl)cc1,13,0.1,x,-11,x,x,x,x,-3.3,x,-5
Cc1cc(C(=O)CN2C(=O)NC3(CCCCC3)C2=O)c(C)n1-c1ccc2c(c1)OCO2,4,-0.1,6,-2,-0.4,1,0.9,0.9,0.3,13,-5
O=C(Cc1ccccc1)Nc1ccccc1Sc1ccccc1,-12,-0.4,15,-1,1.5,1.1,1,0.9,0.0,6,-9
O=C(c1oc(=O)c2ccccc2c1-c1ccccc1)N1CCOCC1,0,0.3,6,-5,0.9,1.1,1.1,1.1,0.2,-6,-8
COc1cccc(C2/C(=C(/O)c3ccc(C)cc3)C(=O)C(=O)N2Cc2ccco2)c1 (stereo not drawn),0,-0.1,3,-4,0.6,1.1,1.1,0.9,0.5,9,10
Nc1n[nH]c(-c2ccccc2)c1-c1ccccc1,-44,-0.1,0,2,-0.8,0.9,1,0.8,-0.7,24,-9
CCN(CC)CCNC(=O)CCc1nn(C)c(=O)c2ccccc12,-74,-0.2,9,0,-1.1,1.1,1,1.1,1.4,-6,1
CCO[C@H]1OC(C(=O)NC2CC2)=C[C@@H](C2CC2)[C@@H]1CCCO,-8,-0.1,-5,1,1.6,1,1,1,-1.0,3,-20
CC(NC(=O)CSCc1ccc(Br)cc1)c1ccccc1 (stereo not drawn),7,-0.1,11,5,2.5,1.1,1,0.9,-0.5,11,-7
CCOC(=O)C(C(=O)OCC)N(C#N)c1nc(C)cc(C)n1,x,-0.1,10,-9,0.0,0.8,0.8,0.9,0.3,12,9
CCN(CC)S(=O)(=O)c1ccc(Cl)c(C(=O)Oc2cccnc2)c1,4,-0.4,13,-7,-0.4,0.9,1,0.9,1.9,13,-11
Cc1ccc(C)c(N(CC(=O)NC2CCCCC2)C(=O)CCC(=O)Nc2ccccn2)c1,-24,0.0,3,43,x,1,1,1,0.7,0,-21
CCOc1ccc(/C=N/Nc2nncc(-c3ccccc3)n2)cc1OC,-11,0.0,-6,-3,-0.1,1.1,1.1,1.1,-0.8,-10,-8
O=C1CC(N2CCN(c3ccc(F)cc3)CC2)C(=O)N1c1ccc2c(c1)OCO2 (stereo not drawn),-13,-0.2,9,4,2.9,0.8,0.8,0.9,1.0,6,-3
Cn1cnnc1SCC(=O)NCCc1ccc(Cl)cc1Cl,-2,-0.2,5,4,0.2,1.1,1.1,1.1,-1.2,-9,-20
COc1cccc(CSc2nc3ccccc3cc2C=O)c1,x,-0.1,8,97*,12*,0.9,0.9,0.9,2.3,12,0
C=CCSC1=C(C#N)C(c2ccccc2C)CC(=O)N1 (stereo not drawn),-4,0.4,0,-4,1.1,1,1,0.9,2.7,12,-3
